Source: PubChem BioAssay (several laboratories)
MEKK3 PB1 HTS: modulators (inhibitors or enhancers) of MEK5 binding to human MEKK3 PB1 domain. Q99759. bead-based flow cytometry, Alexa488-MEK5 binding to MEKK3; actives lie on both sides; 0 = blocked by unlabeled MEK5, 100 = vehicle. binding response (% of control), % at 10 µM. 1.4% of 290,000 active. AID 1529;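 active = binding response more than 3 SD above or below the average of its plate-row segment, actives on both sides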;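 note: Alexa488 bead fluorescence after subtracting the streptavidin-only scavenger bead signal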
Target sequence (Q99759 whole entry, looked up, the tested form may be a part): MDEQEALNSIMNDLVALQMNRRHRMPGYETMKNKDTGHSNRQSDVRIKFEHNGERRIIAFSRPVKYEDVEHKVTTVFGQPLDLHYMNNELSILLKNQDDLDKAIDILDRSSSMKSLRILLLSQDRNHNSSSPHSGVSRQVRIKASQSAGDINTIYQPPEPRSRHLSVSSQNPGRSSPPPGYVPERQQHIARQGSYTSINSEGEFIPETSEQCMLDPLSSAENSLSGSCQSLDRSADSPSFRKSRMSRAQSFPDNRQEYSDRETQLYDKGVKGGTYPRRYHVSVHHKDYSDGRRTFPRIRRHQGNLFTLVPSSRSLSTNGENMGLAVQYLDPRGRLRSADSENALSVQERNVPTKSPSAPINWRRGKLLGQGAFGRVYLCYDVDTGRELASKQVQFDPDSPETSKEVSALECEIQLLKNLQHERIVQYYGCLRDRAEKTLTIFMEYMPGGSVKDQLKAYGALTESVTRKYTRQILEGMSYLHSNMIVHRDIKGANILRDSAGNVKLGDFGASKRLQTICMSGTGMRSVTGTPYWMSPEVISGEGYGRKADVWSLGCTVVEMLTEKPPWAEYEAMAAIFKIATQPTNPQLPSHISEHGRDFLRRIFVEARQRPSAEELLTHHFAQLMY
VIM-2 inhibitor: blocks Pseudomonas aeruginosa VIM-2 metallo-beta-lactamase | purified VIM-2, nitrocefin hydrolysis, epi-absorbance fluorescence | inhibition, % at 5.6 µM | 0.89% of 290,000 active | AID 1527;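 active = inhibition above the mean of all tested compounds plus 3 SD, cutoff set per screening run, cut at about 7.5% in these data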;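 note: red hydrolysis product quenches plate fluorescence so inhibitors raise well fluorescence; 0% = enzyme with DMSO and 100% = DMSO without enzyme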
pCIP destab: p/CIP protein destabilization; Q05BA5; F442A p/CIP-EGFP cells, EGFP fluorescence, 16 h; decrease of EGFP signal, % at 10 µM; 0.01% of 290,000 active;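 active = EGFP signal decrease of at least 30% at 10 µM or well 3 SD below plate mean, unless failing retest; inactive = the rest, including hits failing retest or dose response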; note: some compounds called inactive have numbers as strong as hits; many of its hits are not listed in these tables
DNA FID counter: fluorescent intercalator displacement, NS3 helicase counter-screen; AID 1845; DNA fluorescent intercalator displacement, fluorescence; inhibition, % at 7.9 µM; 0.17% of 290,000 active; in the data active = inhibition above about 37%;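 note: 0% = vehicle and 100% = reference compound; higher means more ethidium bromide displaced from hairpin DNA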
IMP-1 inhibitor: inhibitors of Pseudomonas aeruginosa IMP-1 metallo-beta-lactamase. 0.45% of 290,000 active. inhibition, % at 5.6 µM. purified IMP-1, nitrocefin hydrolysis, epi-absorbance fluorescence;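 active = inhibition above the mean plus 3 SD of all compounds in the same screening run, cut at about 4.5% in these data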;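 note: 0% = IMP-1 with DMSO and 100% = DMSO wells lacking enzyme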
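Assay system: purified IMP-1; Quantity: IMP-1 0.2 nM before substrate addition; Medium: HEPES buffer pH 7.1 with ZnSO4 and Brij 35; Incubation: 15 min enzyme–compound preincubation, then 25 min nitrocefin reaction, 25 °C; Signal: fluorescence quenching readout, ex 480/em 530 nm; Controls: DMSO with and without IMP-1; Repeats: singlicate testing.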
IDE act: boosts human insulin-degrading enzyme activity in HEK cells. P14735. FAbeta-B cleavage, fluorescence polarization; 0% vehicle, 100% cell-free pure enzyme wells. activation, % at 5.96 µM. 0.073% of 340,000 active;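 active = activation above the mean of all tested compounds plus 3 SD, set per screening campaign, cut at about 17% in these data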
HCV NS3 hel inh: inhibitors of Hepatitis C virus NS3 helicase. NS3 helicase DNA unwinding, Cy5 molecular beacon fluorescence. inhibition, % at 10.9 µM. 0.56% of 290,000 active;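 active = inhibition above the mean of all tested compounds plus 3 SD, set per campaign, cut at about 35% in these data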;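 note: 0% = DMSO wells and 100% = thioflavine S control wells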
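Material: hepatitis C virus NS3 helicase domain fragment enzyme; measured by: Cy5 fluorescence, 0 and 60 min reads; control set: DMSO and thioflavine S; incubation: 60 min unwinding reaction at 25 °C after ATP addition; read-out basis: % inhibition from 60/0 min fluorescence ratio, DMSO 0%, thioflavine S 100%; repeats: singlicate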
UBC9 SUMO inh: SUMOylation inhibition; P63279; HTRF SUMOylation assay, SAE1/SAE2 + UBC9, in vitro; inhibition, % at 35 µM; 0.36% of 290,000 active; AID 2006; in the data active = inhibition above about 50%, passing the limit was not always enough; note: strong numbers were not always called active
Target sequence (P63279 whole entry, looked up): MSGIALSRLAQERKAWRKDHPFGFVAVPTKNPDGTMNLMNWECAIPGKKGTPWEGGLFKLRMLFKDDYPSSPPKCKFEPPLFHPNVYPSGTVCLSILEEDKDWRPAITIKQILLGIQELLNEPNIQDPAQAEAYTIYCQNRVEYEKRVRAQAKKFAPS
PHOSPHO1 block: blocks human PHOSPHO1 phosphatase activity. recombinant PHOSPHO1, absorbance phosphatase assay. inhibition, % at 13.3 µM. 1.1% of 290,000 active. AID 1565; in the data active = inhibition above about 60%
Target sequence (Q8TCT1 whole entry, looked up): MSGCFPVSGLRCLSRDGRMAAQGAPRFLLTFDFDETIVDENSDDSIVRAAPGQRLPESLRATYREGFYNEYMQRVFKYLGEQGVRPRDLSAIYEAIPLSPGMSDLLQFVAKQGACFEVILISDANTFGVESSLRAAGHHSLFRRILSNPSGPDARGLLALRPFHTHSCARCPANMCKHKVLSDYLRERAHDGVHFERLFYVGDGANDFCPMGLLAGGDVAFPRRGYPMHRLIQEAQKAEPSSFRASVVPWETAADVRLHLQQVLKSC
* = called active by the depositor; . = not tested or not shown. The list is partial (hit frequency here may not be typical).

SMILES | MEKK3 PB1 HTS | VIM-2 inhibitor | pCIP destab | DNA FID counter | IMP-1 inhibitor | IDE act | HCV NS3 hel inh | UBC9 SUMO inh | PHOSPHO1 block
COc1cccc(C2=NOC(C(=O)Nc3ccccc3SC)C2)c1 (stereo not given) | 102 | -2.4 | 8 | -13 | -4.3 | 4 | -21 | 16 | -24
COc1ccc(CCNC(=O)CSc2ccc(-c3ccccc3)nn2)cc1 | 131* | 1.1 | 17 | -2 | 0.6 | . | 3 | 0 | -12
O=C(CC1CCCC1)N1CCCC(Nc2cccc(F)c2)C1 (stereo not given) | 93 | -0.5 | -4 | -24 | -3.3 | -1 | 4 | 1 | -32
CCN(CC)S(=O)(=O)c1cc(C)c(C)cc1OCC(=O)NC1CCCC1 | 100 | 0.8 | 3 | -32 | -1.8 | 8 | -6 | -14 | 23
CC(=O)NNC(=S)NC(=O)c1ccc(C)cc1 | 97 | -5.1 | -15 | -10 | -3.2 | -4 | 2 | 3 | 20
COC(=O)c1ccc(CNC(=O)CNc2cc(C(F)(F)F)ccc2N2CCOCC2)cc1 | 110 | 1.8 | -10 | -1 | -0.2 | 0 | 0 | 19 | -1
Cc1cc(C)cc(NC(=O)CC23CC4CC(C2)CC(n2nnc(C)n2)(C4)C3)c1 | 100 | -2.2 | -14 | -35 | -3.4 | 1 | -10 | 4 | 1
CCCNC(=O)COC(=O)c1ccccc1OCC(=O)Nc1ccc(Br)cc1 | 96 | -5.3 | -7 | -5 | -2.3 | 3 | -2 | -8 | -6
COC(=O)c1ccccc1NC(=O)c1cc(C)no1 | 101 | 2.4 | -17 | -9 | -2.8 | 7 | 14 | 21 | 26
CC1CCN(c2ccc3nnc(CCC(=O)N4CCN(c5ccc(F)cc5)CC4)n3n2)CC1 | 96 | -0.1 | -10 | -63 | -2.4 | 0 | -7 | 6 | 38
COc1cccc(CNC(=O)C2CCN(S(=O)(=O)c3cnc[nH]3)CC2)c1 | 108 | -0.9 | -6 | -2 | -1.5 | 0 | 7 | 5 | 11
CSc1ncccc1C(=O)NCc1ccc(C)cc1 | 66 | -5.6 | -9 | -3 | -4.4 | 1 | 1 | -17 | 7
CCc1cc(=O)oc2cc(OCC(=O)O)c(Cl)cc12 | 96 | -1.6 | -12 | -6 | -1.4 | 0 | 14 | 1 | 0
CC(C)n1cc(CN2CCC(Oc3ccc(C(=O)N4CCCCC4)cc3)CC2)cn1 | 103 | -0.9 | -18 | -2 | -3.3 | 4 | 0 | 3 | 27
O=C(CSc1nnc(-c2cccs2)n1-c1ccccc1)N1CCN(C(=O)c2ccco2)CC1 | 101 | -1.9 | 0 | -31 | -2.9 | . | 0 | 9 | 90*
CCCCOc1ccc(NC(=O)C2CC=CCC2C(=O)O)cc1 (stereo not given) | 104 | -2.7 | -16 | -3 | -1.4 | 7 | -1 | 5 | -23
O=C(c1ccccc1)N1CCC(=O)N1c1ccccc1 | 99 | 0.4 | 2 | -1 | -3.7 | 6 | -1 | -1 | -4
Cc1nn(-c2ccccc2)c(C)c1/C=N/NC(=O)c1ccccc1NS(=O)(=O)c1cccs1 | 92 | -3.4 | -1 | -43 | -3.2 | 2 | 17 | 14 | 11
COc1ccc(NC(=O)CS(=O)CC(=O)NCC2OCCc3ccccc32)cc1 (stereo not given) | 102 | -2.0 | -5 | -14 | -2.1 | 1 | -3 | 42 | -1
CC(C)c1ccc(NC(=O)N2CCC(c3nc4ccccc4o3)CC2)cc1 | 97 | -0.3 | 4 | -13 | -3.4 | 1 | -2 | 15 | 13
COC(=O)[C@@H](NC(=O)Nc1ccc(C(C)=O)cc1)C(C)C | 87 | 0.7 | -27 | 2 | -0.7 | -1 | 1 | 14 | 3
CCOC(=O)C1=C(O)/C(=C/c2ccc(OCC(=O)O)c(OCC)c2)SC1=Nc1ccccc1 | 102 | -2.5 | -10 | -26 | -2.2 | 1 | 2 | 20 | -16
O=C(CCN1C(=O)c2ccccc2C1=O)NCCCn1ccnc1 | 100 | -1.0 | -5 | 0 | -2.2 | 0 | -9 | 8 | 42
O=C(c1ccc2c(c1)OCO2)N1CCN(S(=O)(=O)c2ccccc2)CC1 | 96 | -2.8 | -3 | -13 | -3.0 | 3 | 2 | 1 | 37
COc1cccc(N2C(=NC(=O)CCc3ccccc3)SC3CS(=O)(=O)CC32)c1 (stereo not given) | 105 | -2.6 | 2 | -38 | -1.4 | 3 | 0 | -2 | 26
Cc1ccccc1Cn1c(=O)n(Cc2ccco2)c(=O)c2ccccc21 | 100 | -1.1 | -8 | -10 | -1.0 | -5 | 24 | 6 | 11
COCCNC(=O)CN(C(=O)CCC(=O)Nc1ccccn1)c1ccc(F)c(Cl)c1 | 102 | -2.2 | -12 | -24 | -2.6 | 0 | 3 | 5 | 23
Cc1nc2sc(C(=O)OCC(=O)N3c4ccccc4CC3C)c(C)c2c(=O)[nH]1 (stereo not given) | 103 | -3.3 | -3 | -1 | -2.6 | 1 | 2 | 10 | 23
COc1ccc(C(=O)NCCCn2ccnc2)cc1[N+](=O)[O-] | 101 | -1.2 | -6 | -2 | -3.4 | -1 | 5 | 15 | 9
Cc1[nH]c(C)c(S(=O)(=O)N2CCCCC2C)c1C(=O)N1CCCC1 (stereo not given) | 91 | -4.3 | -7 | -10 | -2.2 | 1 | 5 | -6 | 49
CC(=O)Nc1ccc(NC(=O)CCCSc2nc3ccccc3s2)cc1 | 101 | -2.7 | -3 | -20 | -4.7 | 3 | 4 | -4 | 36
Cc1ccc(CN(c2ccc(C(=O)Nc3ccc4c(c3)OCO4)cc2)S(C)(=O)=O)cc1 | 107 | -2.2 | -2 | -8 | -3.1 | 2 | -14 | -10 | 34
CC12CC(c3ccccc3O1)C(C(=O)N1CCOCC1)C(=O)N2 (stereo not given) | 107 | 0.1 | -13 | 2 | -1.6 | 5 | -3 | 22 | 14
Cc1cc(C)c(C)c(S(=O)(=O)N[C@@H](C)C(=O)OCC(N)=O)c1C | 101 | -0.8 | 0 | -5 | -2.4 | 4 | -15 | 13 | -25
O=P(O)(CN1CCCCCC1)CN1CCCCCC1 | 101 | -2.5 | -8 | -4 | -2.5 | . | 4 | -5 | 17
CCOCCCn1c(=S)[nH]c2cc(C(=O)NCCc3ccc(OC)c(OC)c3)ccc2c1=O | 96 | -2.6 | -5 | -49 | -4.5 | -5 | 3 | 7 | 38
O=C1c2ccccc2C(=O)N1C/C=C/CN1C(=O)c2ccccc2C1=O | 102 | -1.2 | -7 | -1 | -1.9 | . | -2 | 2 | 6
COc1ccc(Cc2nc(-c3ccccn3)no2)cc1OC | 96 | -6.0 | -2 | -4 | -5.7 | 0 | 1 | 16 | 35
COc1ccc(CCNC(=O)CCC(=O)N2CCN(S(=O)(=O)c3ccc(Cl)cc3)CC2)cc1OC | 110 | -3.7 | -8 | -32 | -4.0 | -3 | 1 | 3 | 1
O=C(NC1CCCC1)c1cc(COc2ccc3ncccc3c2)on1 | 100 | -4.3 | -18 | -24 | -3.1 | -1 | 0 | -2 | 44
COc1cc2[nH]c(=O)n(CCCCCC(=O)N3CCN(c4ccccc4)CC3)c(=O)c2cc1OC | 101 | -3.5 | -6 | -49 | -1.7 | -5 | 2 | 1 | -14
CC/C(O)=N\S(=O)(=O)c1ccc(N=NN(C)C)cc1 | 96 | 0.6 | 2 | 0 | -2.2 | -4 | -4 | 7 | -23
O=C1N=c2ccc(Br)cc2=C1c1sc(=S)n(NS(=O)(=O)c2ccccc2)c1O | 102 | -1.3 | 12 | 1 | -2.6 | 1 | -12 | 16 | -57
Cc1cc2n(n1)C(c1ccc(O)cc1)Nc1ccccc1-2 (stereo not given) | 103 | -1.1 | 5 | 4 | -4.1 | 6 | -7 | 10 | -5
c1ccc(-c2cc(NCCN3CCCCC3)c3ccccc3n2)cc1 | 111 | 0.4 | -7 | 74* | -4.4 | 5 | 18 | -2 | 11
O=C(O)c1cc2nccc(-c3ccc(F)cc3)n2n1 | 98 | 0.9 | 7 | 2 | -3.0 | -1 | -19 | 20 | 13
Cc1nc(Cl)c(C(=O)NC(=O)Nc2cccc(C(F)(F)F)c2)c(C)c1[N+](=O)[O-] | 105 | 3.5 | 10 | -1 | -3.4 | 2 | 2 | 9 | -6
O=C1N/C(=C/c2ccc(Br)s2)C(=O)N1c1ccccc1 | 102 | -2.6 | -8 | 2 | -3.4 | 4 | 4 | -3 | 19
C=CCN1C(=S)CC(c2ccccc2)=Nc2ccccc21 | 101 | -0.7 | -1 | -12 | 0.8 | -1 | -4 | 2 | -1
CCC(C)(C)NC(=O)CN(Cc1ccco1)C(=O)CCC(=O)Nc1nccs1 | 102 | -0.9 | 0 | -20 | -1.8 | -6 | 4 | 8 | 30

Two compounds drawn at random from the list so far, as already listed:
SMILES | MEKK3 PB1 HTS | VIM-2 inhibitor | pCIP destab | DNA FID counter | IMP-1 inhibitor | IDE act | HCV NS3 hel inh | UBC9 SUMO inh | PHOSPHO1 block
CCC(C)(C)NC(=O)CN(Cc1ccco1)C(=O)CCC(=O)Nc1nccs1 | 102 | -0.9 | 0 | -20 | -1.8 | -6 | 4 | 8 | 30
Cc1nc(Cl)c(C(=O)NC(=O)Nc2cccc(C(F)(F)F)c2)c(C)c1[N+](=O)[O-] | 105 | 3.5 | 10 | -1 | -3.4 | 2 | 2 | 9 | -6

(list continues)
SMILES | MEKK3 PB1 HTS | VIM-2 inhibitor | pCIP destab | DNA FID counter | IMP-1 inhibitor | IDE act | HCV NS3 hel inh | UBC9 SUMO inh | PHOSPHO1 block
CC(=O)N1N=C(c2ccc(Cl)cc2)CC1c1ccc([N+](=O)[O-])cc1 (stereo not given) | 102 | -0.7 | 3 | -22 | 2.2 | 0 | -14 | -2 | 14
CCOC(=O)c1cnc2c(-c3ccc(Cl)cc3)cnn2c1C | 97 | -0.5 | -19 | 8 | -1.4 | -3 | -5 | 8 | 17
COc1ccc(NC(=O)C2=C(C)C(=O)OC23CCC(C)CC3)c(OC)c1 (stereo not given) | 100 | 0.2 | 3 | -14 | -2.1 | 2 | -8 | -6 | 2
COc1ccc(NC(=O)Cn2c(CCC(=O)O)ccc2-c2ccc(C)cc2)cc1 | 103 | -3.5 | -6 | -28 | -0.4 | 4 | 8 | 13 | 11
Cc1ccc(Nc2nc(-c3c(C)n(C)n(-c4ccccc4)c3=O)c(C)s2)cc1 | 90 | -4.0 | -11 | -31 | -2.3 | 1 | -5 | -9 | 30
CCOC(=O)/C(C#N)=C1/CCCCCN1C | 99 | -1.3 | -4 | 0 | -5.8 | 0 | 7 | 18 | 6
CCOC(=O)C1=C(COc2ccccc2)NC(=O)NC1c1cccc([N+](=O)[O-])c1 (stereo not given) | 99 | -0.9 | 0 | -22 | -3.2 | 1 | -9 | 2 | 10
O=C(CSc1ccccc1)Nc1cc(S(=O)(=O)N2CCOCC2)ccc1N1CCOCC1 | 91 | 1.5 | 4 | -10 | -1.6 | 4 | -25 | -12 | 32
Cc1c(Cl)cccc1NC(=S)N/N=C/c1ccccc1Cl | 103 | -2.1 | 0 | -4 | -0.7 | . | 2 | -5 | 13

As entered above.
Entry for Cc1ccc(Nc2nc(-c3c(C)n(C)n(-c4ccccc4)c3=O)c(C)s2)cc1 under UBC9 SUMO inh: -9
Entry for COc1ccc(NC(=O)Cn2c(CCC(=O)O)ccc2-c2ccc(C)cc2)cc1 under IMP-1 inhibitor: -0.4
Entry for CCOC(=O)/C(C#N)=C1/CCCCCN1C under IMP-1 inhibitor: -5.8
